# LMPTP inh = blocks human LMPTP phosphatase; P24666; recombinant LMPTP-A, OMFP fluorogenic substrate, fluorescence intensity; inhibition, % at 20 µM; hit rate 0.22% among 360,000; AID 651560;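 active = compounds that cut the enzyme signal by at least half of the control window in the single-dose screen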;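 note: plate controls were DMSO wells with enzyme plus substrate for no effect and substrate without enzyme for full effect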
#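 Assay system: LMPTP-A, protein tyrosine phosphatase of low molecular weight / Medium: pH 6.0 Bis-Tris buffer with DTT and Triton X-100 / Schedule: 50 min enzyme reaction at room temperature, protected from light / Measured by: endpoint fluorescence intensity from OMFP dephosphorylation / Read-out basis: % inhibition relative to no-enzyme and uninhibited control wells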
# SUMO1-SIM PPI = alters human SUMO1 binding to SIM partners; AID 602429; P63165; inhibition, % at 20 µM; SUMO1 binding to a labelled peptide, TR-FRET, 1 h; hit rate 0.33% among 360,000; in the data active = inhibition above about 37%
# Target sequence (P63165 whole entry, looked up): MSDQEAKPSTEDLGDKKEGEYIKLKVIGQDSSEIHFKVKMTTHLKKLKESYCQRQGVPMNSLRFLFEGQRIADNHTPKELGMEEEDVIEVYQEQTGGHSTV
# DNMT1 inh = inhibitors of human DNMT1. DNMT1 molecular beacon, Hinp1I cleavage, fluorescence. AID 588458. P26358. inhibition (reported as % activation of signal), % at 10 µM. hit rate 0.83% among 360,000; in the data active = inhibition above about 50%
# MT1-MMP act inh = inhibitors of human MT1-MMP activation; P50281; HT1080 RFP-PRO-GFP cells, GFP/RFP ratio fluorescence, overnight; percent of plate control window, DMSO zero; GFP/RFP ratio change, % at 20 µM; hit rate 0.061% among 360,000;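 active = GFP/RFP ratio change of at least 30% with cell ATP level not reduced by more than half and red fluorescence within 50% of control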; note: strong numbers were not always called active
#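 Assay system: HT1080 RFP-PRO-GFP cells | Dosing: 20 µM single dose, 1% DMSO | Incubation: Cells overnight before dosing, compound overnight, 37 °C, 5% CO2 | Evaluation: GFP/RFP fluorescence ratio | Control set: DMSO-only wells and HT1080 RFP-L50D-GFP cell wells as references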
# Rpn11 block = blocks the human proteasome subunit Rpn11 | hit rate 0.59% among 360,000 | calls only at 20 µM | AID 588493 | O00487 | human 26S proteasome, Ub4-pepOG fluorescence polarization; 20S core pre-blocked with epoxomicin;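 active = inhibition at 20 µM, scaled to each plate's controls, above about 33%, limit read from the data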
# STEP inh = inhibitors of human striatal-enriched phosphatase STEP. P54829. recombinant STEP, OMFP fluorogenic substrate, fluorescence. inhibition, % at 20 µM. hit rate 0.25% among 360,000;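 active = inhibition at 20 µM, scaled per plate between control wells, above about 37%, limit read from the data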;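 note: 0% = DMSO with enzyme and substrate and 100% = substrate only without enzyme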
#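 Test system: STEP tyrosine phosphatase / Reagent: OMFP at 25 µM / Doses: 20 µM, 1% DMSO / Read-out: percent inhibition scaled to no-enzyme and uninhibited-enzyme controls, plate-pattern corrected / Detection: FITC-channel fluorescence of OMFP product / Medium: Bis-Tris buffer pH 6.0, 2.5 mM DTT, 0.005% Tween 20 / Schedule: 20 min at room temperature, dark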
# NadD block = NadD (S. aureus) enzyme inhibition | inhibition, % at 20 µM | hit rate 0.78% among 360,000 | purified NadD enzyme, colorimetric absorbance read-out; in the data active = inhibition above about 26%; note: some compounds past the cut are filed as inactive
# Scp1 inh = inhibitors of human Scp-1 phosphatase; Q9GZU7; Recombinant Scp1, phosphopeptide, malachite green phosphate absorbance; inhibition, % at 20 µM; hit rate 0.88% among 340,000;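 active = inhibition above about 50% at 20 µM, limit read from the data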;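 note: plate controls were DMSO wells with enzyme for no effect and wells lacking enzyme for full effect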
#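 Incubation: 45 min enzyme reaction at room temperature / System: truncated SCP-1 phosphatase (76-261aa) / Reagent: Phospho 17-mer peptide substrate / Buffer or medium: Acidic Tris acetate buffer with magnesium and detergent / Signal: absorbance at 630 nm / Doses: one concentration, 20 µM, with 1.0% DMSO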
# NRP1-CendR mod = alters CendR peptide binding to human NRP-1 | O14786 | FAM-RPARPAR peptide binding to NRP-1, fluorescence polarization | inhibition, % at 25 µM | hit rate 0.85% among 360,000 | AID 602438;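 active = inhibition or corrected inhibition above about 18%, plus a signal ratio from 0.5 to 1.5, limit read from the data, passing the limit was not always enough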; note: strong numbers were not always called active
# Target sequence (O14786 whole entry, looked up): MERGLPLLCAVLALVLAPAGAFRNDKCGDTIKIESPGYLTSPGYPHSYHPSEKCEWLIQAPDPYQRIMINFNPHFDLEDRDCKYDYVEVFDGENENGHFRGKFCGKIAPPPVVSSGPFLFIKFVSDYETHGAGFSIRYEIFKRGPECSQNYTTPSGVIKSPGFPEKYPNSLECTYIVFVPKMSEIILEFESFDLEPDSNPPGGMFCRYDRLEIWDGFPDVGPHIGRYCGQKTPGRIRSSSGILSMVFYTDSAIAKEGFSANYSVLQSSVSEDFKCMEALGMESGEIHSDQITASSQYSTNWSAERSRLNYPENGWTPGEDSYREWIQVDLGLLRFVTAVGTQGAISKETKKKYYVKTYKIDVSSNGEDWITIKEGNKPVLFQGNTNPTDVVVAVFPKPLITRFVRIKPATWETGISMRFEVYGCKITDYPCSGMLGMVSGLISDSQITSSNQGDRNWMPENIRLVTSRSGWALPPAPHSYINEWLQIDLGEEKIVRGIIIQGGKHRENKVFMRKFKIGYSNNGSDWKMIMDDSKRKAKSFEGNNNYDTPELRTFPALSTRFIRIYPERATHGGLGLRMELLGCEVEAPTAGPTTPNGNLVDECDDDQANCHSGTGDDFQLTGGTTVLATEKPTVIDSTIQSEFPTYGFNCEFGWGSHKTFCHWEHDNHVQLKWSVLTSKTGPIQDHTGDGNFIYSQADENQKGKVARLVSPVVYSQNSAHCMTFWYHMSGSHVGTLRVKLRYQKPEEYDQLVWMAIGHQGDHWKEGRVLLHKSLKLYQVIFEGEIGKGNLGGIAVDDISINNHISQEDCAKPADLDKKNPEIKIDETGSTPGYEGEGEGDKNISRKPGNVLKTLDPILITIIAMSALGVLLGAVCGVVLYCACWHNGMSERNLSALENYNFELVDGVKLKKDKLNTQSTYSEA
# SKN-1 block = inhibitors of C. elegans SKN-1; C. elegans VP596 Pgst-4::GFP/RFP ratio, acrylamide-induced, 24 h; inhibition, % at 21.8 µM; hit rate 0.49% among 360,000;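 active = interference check ratio from 0.5 to 1.5 plus GFP to RFP signal ratio inhibition reaching or exceeding a fixed threshold, cut at about 30% in these data, passing the limit was not always enough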; note: some compounds called inactive have numbers as strong as hits
# Active calls of the source: *; i = inactive; . = no result given. Some of the compounds tested, so the mix of outcomes need not match the whole.
mol	LMPTP inh	SUMO1-SIM PPI	DNMT1 inh	MT1-MMP act inh	Rpn11 block	STEP inh	NadD block	Scp1 inh	NRP1-CendR mod	SKN-1 block
C[C@H](NC(=O)N1C[C@H]2C[C@@H](C1)c1cccc(=O)n1C2)C(=O)Nc1ccccc1F	0.5	6	-4	7	i	-2	-5	7	-11	10
c1cc2c(c(NC3=NCCCS3)c1)CCCC2	0.8	0	-1	-2	i	-2	-7	.	-8	19
Nc1ccccc1Cl	0.3	4	-2	-1	i	-2	-1	-3	2	-13
OC1/C(=C/c2ccc(F)cc2)N2CCC1CC2 (stereo not given)	-1.8	-2	-1	-2	i	-1	-1	3	-2	9
COC(=O)[C@@]1(Sc2ccc(C)cc2)CC(=O)N(P(=O)(OC)OC)[C@@H]1c1ccccc1	-1.6	0	.	6	.	.	-1	.	-11	-2
NNC(=O)c1ccc(O)cc1	-0.6	2	5	-3	i	0	1	-10	20	2
O=C(C1CC(=O)N(C2CCCCCCC2)C1)N1CCC2(CC1)OCCO2 (stereo not given)	-1.0	1	1	0	i	-2	-2	-4	-14	-7
CCC(C)C1NC(=O)C(NC(=O)C(CC(C)C)N(C)C(=O)C2CCCN2C(=O)C(C)O)C(C)OC(=O)C(Cc2ccc(OC)cc2)N(C)C(=O)C2CCCN2C(=O)C(CC(C)C)NC(=O)[C@H](C)C(=O)[C@H](C(C)C)OC(=O)CC1O (stereo not given in full)	-1.0	0	-13	-36	i	0	-3	0	3	16
CC(=O)Nc1ccccc1OP1(=O)COc2ccccc2OC1	-1.8	0	-3	8	i	0	1	0	3	7
CS(=O)(=O)N1CCCC(C(=O)N2CCC3(CC2)OCCO3)C1 (stereo not given)	0.3	2	3	4	i	-2	0	-5	-9	13
CN1CCN(c2ccc(F)cc2N)CC1	0.4	-2	5	0	i	1	-3	-12	-4	5
Cc1c(N)c(C)c([N+](=O)[O-])c(C)c1[N+](=O)[O-]	0.8	-1	0	-6	i	-6	-4	-13	12	3
Cc1nn(Cc2ccccc2Cl)c(C)c1C(=O)OCC(=O)N1CC(C)OC(C)C1 (stereo not given)	0.4	-4	-2	3	i	-2	4	2	8	1
CN(C)C(=O)Oc1ccc(Cl)c2cccnc12	0.1	-2	-6	0	i	-2	-1	1	4	8
Cc1c(C=O)c2ccccc2n1Cc1cccc(F)c1	-1.0	1	0	1	i	-1	6	-7	-4	11
O=C1N(c2cccc(Cl)c2)C(c2cccnc2)N2CCCN12 (stereo not given)	0.9	1	-4	0	i	-1	3	-3	13	18
CCC(=O)N1CC(=O)Nc2ccc(F)cc2C1c1ccc(F)cc1 (stereo not given)	-0.3	4	0	-2	i	0	-2	-3	-5	15
CC1CC2(C)C(=CC1=O)CCC1C3CCC(C)(O)C3(C)CC3OC312 (stereo not given)	0.4	-5	5	-5	i	0	-3	-5	1	10
CN(CC(=O)Nc1ccccc1-c1ccccc1)C1CCCCC1	0.1	-8	-1	-1	i	0	2	-10	12	-19
C[C@]12CC[C@H](N)CC1=CCC1C2CC[C@@]2(C)C1CC[C@@H]2O (stereo not given in full)	-0.5	4	-39	1	i	0	0	-4	-3	-12

# Taken from the entries so far for reference:
mol	LMPTP inh	SUMO1-SIM PPI	DNMT1 inh	MT1-MMP act inh	Rpn11 block	STEP inh	NadD block	Scp1 inh	NRP1-CendR mod	SKN-1 block
O=C(C1CC(=O)N(C2CCCCCCC2)C1)N1CCC2(CC1)OCCO2 (stereo not given)	-1.0	1	1	0	i	-2	-2	-4	-14	-7
CCC(C)C1NC(=O)C(NC(=O)C(CC(C)C)N(C)C(=O)C2CCCN2C(=O)C(C)O)C(C)OC(=O)C(Cc2ccc(OC)cc2)N(C)C(=O)C2CCCN2C(=O)C(CC(C)C)NC(=O)[C@H](C)C(=O)[C@H](C(C)C)OC(=O)CC1O (stereo not given in full)	-1.0	0	-13	-36	i	0	-3	0	3	16
CC(=O)Nc1ccccc1OP1(=O)COc2ccccc2OC1	-1.8	0	-3	8	i	0	1	0	3	7
CS(=O)(=O)N1CCCC(C(=O)N2CCC3(CC2)OCCO3)C1 (stereo not given)	0.3	2	3	4	i	-2	0	-5	-9	13
CN1CCN(c2ccc(F)cc2N)CC1	0.4	-2	5	0	i	1	-3	-12	-4	5
Cc1c(N)c(C)c([N+](=O)[O-])c(C)c1[N+](=O)[O-]	0.8	-1	0	-6	i	-6	-4	-13	12	3
Cc1nn(Cc2ccccc2Cl)c(C)c1C(=O)OCC(=O)N1CC(C)OC(C)C1 (stereo not given)	0.4	-4	-2	3	i	-2	4	2	8	1
CN(C)C(=O)Oc1ccc(Cl)c2cccnc12	0.1	-2	-6	0	i	-2	-1	1	4	8
Cc1c(C=O)c2ccccc2n1Cc1cccc(F)c1	-1.0	1	0	1	i	-1	6	-7	-4	11
O=C1N(c2cccc(Cl)c2)C(c2cccnc2)N2CCCN12 (stereo not given)	0.9	1	-4	0	i	-1	3	-3	13	18
CCC(=O)N1CC(=O)Nc2ccc(F)cc2C1c1ccc(F)cc1 (stereo not given)	-0.3	4	0	-2	i	0	-2	-3	-5	15
CC1CC2(C)C(=CC1=O)CCC1C3CCC(C)(O)C3(C)CC3OC312 (stereo not given)	0.4	-5	5	-5	i	0	-3	-5	1	10
CN(CC(=O)Nc1ccccc1-c1ccccc1)C1CCCCC1	0.1	-8	-1	-1	i	0	2	-10	12	-19
C[C@]12CC[C@H](N)CC1=CCC1C2CC[C@@]2(C)C1CC[C@@H]2O (stereo not given in full)	-0.5	4	-39	1	i	0	0	-4	-3	-12

# Continuation.
mol	LMPTP inh	SUMO1-SIM PPI	DNMT1 inh	MT1-MMP act inh	Rpn11 block	STEP inh	NadD block	Scp1 inh	NRP1-CendR mod	SKN-1 block
CC(C)CNP(=S)(c1ccccc1)C(C)(C)C (stereo not given)	0.6	-2	0	3	i	0	-3	30	-4	-3
Cc1ccc(-n2c(O)c(C=NCC3CCCO3)c(=O)[nH]c2=O)c(C)c1 (stereo not given)	-3.0	3	0	-3	i	-5	-2	-13	-23	-2
O=c1[nH]c(=O)n(Cc2ccco2)c(O)c1C=NCCN1CCOCC1	-2.5	0	13	-5	i	2	6	7	-99	0
CCc1cc2c(cc1-c1csc(C/C(N)=N/O)n1)C(C)(C)CCC2(C)C	1.7	6	-3	-2	i	-3	-10	.	-15	-2
COC(=O)C1=C(c2ccc(S(C)(=O)=O)cc2)C[C@@H]2CC[C@H]1N2C(=O)N1CCCCC1	-1.2	-1	4	-3	i	-1	-9	-6	2	-7
COc1cccc(C(=O)C2CCCN(Cc3ccon3)C2)c1 (stereo not given)	-1.1	0	5	-2	i	-1	-3	-7	-2	-1
COc1cc(C2c3cc(O)c(OC)cc3CC3C(=O)OCC32)ccc1O (stereo not given)	-1.7	6	-6	2	i	-1	0	4	-1	18
CCCN(CC#CCOc1ccc(OC)cc1)CCC	-1.4	-4	-1	1	i	-2	-6	-8	-4	9
CC(=O)OC1CCC2(C)C(CCC3C2CC(=O)C2(C)C3CC(N3CC3)C2C(C)=O)C1 (stereo not given)	2.2	-4	-10	-2	i	-2	0	-2	-13	9
Cc1c(C(c2ccc(O)cc2)c2c(O)c3ccccc3oc2=O)c(=O)n(-c2ccccc2)n1C (stereo not given)	-0.5	5	0	4	i	1	5	-5	-5	2
Cc1ccsc1C(=O)C1CCCN(Cc2cnc(N)nc2)C1 (stereo not given)	-2.5	-4	0	-2	i	2	-8	-4	-2	-3
COc1cccc(-c2nn(Cc3ccccc3)cc2C(=O)O)c1	-1.1	1	0	1	i	-2	-2	-9	-8	28
O=C(Cc1ccccc1)Oc1cccc(-n2cnnn2)c1	1.3	-3	-3	1	i	-2	-2	-3	8	-6
CCOC(=O)N(CC)c1ccc(C(O)(C(=O)OCC)C(F)(F)F)cc1 (stereo not given)	-0.3	-2	-3	-8	i	-1	0	-8	-2	12
COP(=O)(OC)C(NC(=O)/C=C/c1ccccc1)C(Cl)(Cl)Cl (stereo not given)	-2.3	-5	-3	8	i	-5	-6	-3	-3	-2
Cn1cccc1/C=C1/C(=O)NC(=O)N(C(C)(C)C)C1=O	2.5	-14	-1	-8	i	-2	-3	1	13	2
CCCCn1nnnc1C(CC)N1CCC2(CC1)C(=O)NCN2c1ccccc1 (stereo not given)	1.7	2	2	4	i	2	-1	.	17	4
COc1cc(NC(=O)CN2C3CCC2CC(O)(c2cccnc2)C3)cc(OC)c1 (stereo not given)	0.6	0	0	1	i	0	-1	-7	-5	-31
CC(=O)OC1CCC2(C)C3CCC4(C)C(OC(C)=O)CCC4C3C(C)C2(O)C1 (stereo not given)	-0.5	1	0	3	i	-3	-3	-13	15	-11
Oc1ccc(Br)cc1CN1CCN(c2ccccc2)CC1	0.6	3	1	-1	i	-2	-4	-9	2	1
C[C@]12CCC3C(CC[C@@H]4CC(=O)CC[C@]34C)C1CC[C@@H]2O (stereo not given in full)	-0.3	1	2	0	i	-2	-3	-12	15	-8
CN(C)C1(CNC(=O)Cc2ccccc2F)CCCCC1	0.3	-3	1	-1	i	-1	0	-2	-1	-5
O=C(NP(=O)(N1CC1)N1CC1)c1cc(I)ccc1I	-1.9	12	9	0	i	2	-2	5	-10	-5
CCOC(=O)CNC(=O)N1Cc2ccccc2-n2nncc2C1	-1.7	0	2	6	i	0	0	.	-2	-9
CN(C)c1ccc(/C=C2/C(=O)NC(=O)N(CCc3ccc(F)cc3)C2=O)cc1	-1.2	1	-6	-5	i	-1	6	9	-30	18
CN1CCN(c2cn[nH]c(=O)c2Cl)CC1	-5.1	-2	-1	3	i	0	-5	-1	4	9
COC(=O)C(O)(c1ccc(N(C)C(=O)OC(C)C)cc1)C(F)(F)F (stereo not given)	-0.3	-1	4	0	i	-4	-3	4	-6	-13
Cc1ccc(N2C(=O)NC(=O)/C(=C\c3ccc(N4CCOCC4)cc3)C2=O)cc1	0.5	3	-4	-7	i	-4	-1	-3	-19	13
CCOC(=O)c1c(C)n(CC(O)CN2CCOCC2)c2cc(Br)c(OC)cc12 (stereo not given)	-1.5	4	0	4	i	4	-16	3	6	-5

# Screening results: PubChem BioAssay, Sanford-Burnham Center for Chemical Genomics
